# BoNT A protease – BoNT/A light chain protease inhibitors, primary screen, biochemical, flow cytometry, MLPCN library; Botulinum neurotoxin type A light chain protease (Clostridium botulinum A str. ATCC 3502); multiplex microsphere protease substrate cleavage; inhibition, % at 10 µM; 360,000 compounds, 0.17% hits; in the data active = inhibition above about 30%; inconclusive = no clear call, values can overlap the other calls; also: plate controls were buffer without enzyme for full effect and enzyme alone for no effect
# FBA Mtb inh – Mtb FBA enzyme inhibitors, primary screen, biochemical, fluorescence, strain H37Rv; Fructose-bisphosphate aldolase (Mycobacterium tuberculosis (strain ATCC 25618 / H37Rv)), …; purified M. tuberculosis FBA, fluorescence read-out; inhibition, % at 1 µM; 360,000 compounds, 2.3% hits; AID 588726, 2011; in the data active = inhibition above about 27%;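 also: 0% = vehicle and 100% = reference inhibitor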
# Target sequence (P9WQA3 whole entry, looked up): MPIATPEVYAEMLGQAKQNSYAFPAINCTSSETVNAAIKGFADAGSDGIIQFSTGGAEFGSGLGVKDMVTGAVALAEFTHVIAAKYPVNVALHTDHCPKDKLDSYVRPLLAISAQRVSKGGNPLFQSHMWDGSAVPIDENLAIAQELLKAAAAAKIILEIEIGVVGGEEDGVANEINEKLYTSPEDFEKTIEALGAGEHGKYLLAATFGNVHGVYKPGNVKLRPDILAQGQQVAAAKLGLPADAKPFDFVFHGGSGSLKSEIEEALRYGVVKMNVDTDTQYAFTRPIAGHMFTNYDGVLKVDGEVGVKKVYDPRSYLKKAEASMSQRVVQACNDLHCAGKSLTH
# GDH-TPI counter – GDH-TPI coupling enzyme inhibitors, primary screen, artefact control for M. tuberculosis FBA inhibitor project, biochemical, absorbance, full deck | AID 588335, 2011 | inhibition, % at 4.8 µM | GDH-TPI coupled enzyme counterscreen, NADH absorbance | 360,000 compounds, 1.2% hits;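 also: 0% = DMSO wells and 100% = wells lacking the enzyme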
# Mtb UGM inh – M. tuberculosis UGM enzyme inhibitors, primary screen, biochemical, fluorescence polarization, single point; UDP-galactopyranose mutase (Mycobacterium tuberculosis (strain ATCC 25618 / H37Rv)), …; AID 504406, 2011; 320,000 compounds, 0.06% hits; purified UGM, fluorescence polarization probe displacement; inhibition, % at 10 µM; in the data active = inhibition above about 10%, passing the limit was not always enough; inconclusive = no clear call, values can overlap the other calls
# Target sequence (P9WIQ1 whole entry, looked up): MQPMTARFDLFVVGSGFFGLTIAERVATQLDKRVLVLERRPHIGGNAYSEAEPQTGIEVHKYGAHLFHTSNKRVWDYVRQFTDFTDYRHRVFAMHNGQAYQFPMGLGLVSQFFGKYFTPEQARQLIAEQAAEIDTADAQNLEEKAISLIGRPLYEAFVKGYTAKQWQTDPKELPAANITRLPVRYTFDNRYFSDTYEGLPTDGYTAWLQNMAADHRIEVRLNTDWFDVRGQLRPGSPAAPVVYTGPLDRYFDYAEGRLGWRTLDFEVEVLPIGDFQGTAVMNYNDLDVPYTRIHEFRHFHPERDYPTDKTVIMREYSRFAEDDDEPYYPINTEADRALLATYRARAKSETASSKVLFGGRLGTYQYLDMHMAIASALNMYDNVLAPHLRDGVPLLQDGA
# FadD28 FP inh – inhibitors of FadD28 bisubstrate probe binding, primary screen, biochemical, fluorescence polarization, single point | inhibition, % at 12.5 µM | AID 588549, 2011 | 360,000 compounds, 0.22% hits | Mycobacterium tuberculosis FadD28 fatty-acid-AMP ligase; in the data active = inhibition above about 8.5%, passing the limit was not always enough; inconclusive = no clear call, values can overlap the other calls
# BoNT-F LC inh – BoNT/F light chain protease inhibitors, primary screen, biochemical, flow cytometry, MLPCN library; 360,000 compounds, 0.22% hits; AID 588497, 2011; Botulinum neurotoxin type F light chain protease (Clostridium botulinum); inhibition, % at 10 µM; Multiplex microsphere protease cleavage assay; in the data active = inhibition above about 35%, passing the limit was not always enough; inconclusive = no clear call, values can overlap the other calls; also: plate controls were buffer without enzyme for full effect and enzyme alone for no effect
# BioA inh – M. tuberculosis BioA enzyme inhibitors, primary screen, biochemical, plate reader, single point, HTS. inhibition, % at 9.99 µM. purified M. tuberculosis BioA enzyme. AID 602481, 2012. 360,000 compounds, 0.096% hits; in the data active = inhibition above about 40%; inconclusive = no clear call, values can overlap the other calls
# CCHFV vOTU inh – CCHFV vOTU protease inhibitors, primary screen, biochemical, Pep-AMC substrate, fluorescence; Crimean-Congo hemorrhagic fever virus L polyprotein viral ovarian tumor (vOTU) protease …; inhibition, % at 11.5 µM; 370,000 compounds, 0.55% hits; also: 0% = vehicle wells with enzyme and 100% = no enzyme wells
# PrPC surface inh – inhibitors of human cell surface prion protein PrPC, primary screen, cell-based, TR-FRET. TR-FRET read-out. 370,000 compounds, 0.43% hits. inhibition, % at 13.8 µM. Major prion protein (Homo sapiens), P04156; in the data active = inhibition above about 24%; also: 0% = median of the test wells and 100% = reference compound wells
# Starred values were filed as active, the others as inactive; ? = inconclusive; nt = not tested or not shown. Rule as the data show it, unless noted: active = inhibition above about 30%; inactive = the rest.
# Second line of a record: BoNT A protease	FBA Mtb inh	GDH-TPI counter	Mtb UGM inh	FadD28 FP inh	BoNT-F LC inh	BioA inh	CCHFV vOTU inh	PrPC surface inh
- COc1ccc(NS(=O)(=O)c2cccc(C(=O)NCC(c3cccs3)N3CCOCC3)c2)cc1 (stereo not drawn)
→ -0.4	1	-4	-2.4	-3.2	-7	-1.3	-15	4
- NP(=O)(OCCCc1ccccc1)Oc1ccccc1 (stereo not drawn)
→ 0.6	-3	1	-2.3	-4.5	13	-0.2	25	7
- O=C(NCc1ccc(F)cc1)C1CCN(S(=O)(=O)N2CCC3(CC2)OCCO3)CC1
→ -0.6	-1	-3	-0.4	-3.2	-2	1.0	-20	0
- COC(=O)c1ccccc1NC(=O)CN1CCOCC1
→ 0.8	-3	2	0.6	-2.1	4	-0.1	-2	6
- O=C(CCl)Nc1cc(S(=O)(=O)N2CCCCCC2)ccc1Cl
→ -1.1	3	7	-0.5	-0.1	-2	nt	-12	4
- O=C1CCCC(O)=C1C=Nc1ccc(O)cc1
→ 0.0	-6	35*	0.6	-4.1	-2	-5.7	15	2
- Cc1nc2sc3c(=O)[nH]nnc3c2c(C)c1Br
→ -1.1	2	1	-0.7	-12	3	0.1	6	5
- COc1ccccc1NS(=O)(=O)c1ccc(NN=C2CCCC2)c([N+](=O)[O-])c1
→ -0.8	-4	6	1.0	1.2	0	nt	3	9
- CC(C)NC(=O)COc1cccc2ccccc12
→ 0.3	2	2	-2.8	0.0	-5	nt	-8	-2
- COc1ccc(/C=C/C(=O)OCc2cccc([N+](=O)[O-])c2)cc1
→ -0.4	2	6	1.3	-3.2	-5	nt	7	-9
- CN(C(=O)COC(=O)/C=C/c1ccc(F)cc1)c1c(N)n(Cc2ccccc2)c(=O)[nH]c1=O
→ nt	0	2	-0.1	0.4	nt	-10	16	-3
- Cc1ccc(C(=O)NC(=S)N(C)C2CCCCC2)cc1Br
→ -1.7	-1	-3	1.0	-0.9	-7	-0.1	-3	6
- COC(=O)c1cn(C)c2ccc(S(=O)(=O)N3CC(C)CC(C)C3)cc2c1=O (stereo not drawn)
→ -1.1	-1	23	2.9	-0.8	-10	-0.8	-8	-5
- Cc1cc(/C=C(\C#N)C(=O)NCc2ccccc2)cc(C)c1O
→ 1.2	-14	7	0.1	-3.1	6	-2.3	0	1
- O=C(CSc1nnc(NC(=O)c2c(F)cccc2F)s1)NCC1CCCO1 (stereo not drawn)
→ nt	-3	12	0.7	-3.6	nt	-1.0	2	0

# Other structures:
# Second line of a record: BoNT A protease	FBA Mtb inh	GDH-TPI counter	Mtb UGM inh	FadD28 FP inh	BoNT-F LC inh	BioA inh	CCHFV vOTU inh	PrPC surface inh
- CC1=NN(C(=O)CCc2ccc3c(c2)OCO3)C(O)(C(F)(F)F)C1 (stereo not drawn)
→ -0.6	-2	-6	2.2	-4.6	-2	nt	-11	3
- CN(Cc1nccn1C)C(=O)c1ccc(OC2CCN(CCc3ccccc3)CC2)cc1
→ 2.5	-1	-13	-2.0	-2.0	8	-0.4	8	-12
- Cc1ccsc1C(=O)OCC(=O)c1cc(C)n(CC2CCCO2)c1C (stereo not drawn)
→ -0.2	-13	-10	0.9	-2.4	1	4.0	18	-1
- NN/C(=C\[N+](=O)[O-])Nc1ccccc1
→ 0.2	-1	2	2.5	-2.3	-1	nt	-6	-4
- O=C(Nc1cccc2ccccc12)c1ccc(OC(=S)N2CCOCC2)cc1
→ -0.5	-6	-8	-1.0	-3.6	-7	0.3	-18	24
- COc1ccccc1OCC(=O)NNC(=O)CCCC(=O)NNC(=O)COc1ccccc1OC
→ -5.2	0	-5	-1.4	-3.4	?	0.0	-2	8
- COc1cc(C)ccc1S(=O)(=O)NC(=O)C1(C)CCN1C(=O)Cc1ccc(C(C)(C)C)cc1 (stereo not drawn)
→ -0.6	1	3	nt	1.1	-8	0.3	13	12
- CCCCCC(=O)N1CCN(c2ccc(C(C)=O)cc2F)CC1
→ -0.2	5	15	4.1	0.0	10	34	2	3
- CC(=O)OCC=C1CCC2C3CC(C)C4=CC(=O)CCC4(C)C3C(O)CC12C (stereo not drawn)
→ 0.4	1	14	nt	nt	7	0.5	2	10
- COC(=O)c1cccc(COC(=O)c2ccc(CS(=O)(=O)c3ccc(C)cc3)cc2)c1
→ 0.9	6	2	-1.0	0.2	-4	-0.2	0	6
- CCCCCCCCCOC(=O)C[n+]1csc(CCO)c1C
→ 0.6	5	4	-7.3	-3.3	0	0.4	6	-1
- CN1CCN(S(=O)(=O)c2ccc(Cl)c3ccccc23)CC1
→ -4.0	2	9	-2.9	-0.2	-13	0.6	11	-9
- CCOc1ccc(NC(=O)CN(C)C(=O)CCCc2nc3ccccc3c(=O)[nH]2)cc1OCC
→ -0.1	-2	0	-2.2	-1.5	-9	-0.3	2	2
- COc1cc(/C=N/NC(=O)c2ccc(NC(=O)C3CC3)cc2)ccc1OC(C)=O
→ -0.5	-2	24	-2.1	-0.2	3	-0.2	-7	1
- Cc1ccc(Cn2ccc(NC(=O)c3nn(C)cc3[N+](=O)[O-])n2)cc1
→ -0.5	-1	-4	1.4	-4.9	-6	-1.9	-15	-2

# Later entries:
# Second line of a record: BoNT A protease	FBA Mtb inh	GDH-TPI counter	Mtb UGM inh	FadD28 FP inh	BoNT-F LC inh	BioA inh	CCHFV vOTU inh	PrPC surface inh
- COC(=O)c1ccc(CN2CCCC(C(=O)c3cc(F)ccc3OC)C2)cc1 (stereo not drawn)
→ -3.7	3	11	0.1	-2.4	-6	-0.5	14	5
- COc1ccc(-c2ccc(CCC(=O)O)n2NC(=O)c2ccc(O)cc2)cc1
→ -0.6	-1	-6	2.0	-3.6	-2	2.8	-7	0
- O=C(CCSc1nc(-c2ccco2)cc(C(F)(F)F)n1)N1CCN(c2ccccn2)CC1
→ 0.1	3	8	-1.2	0.6	-2	nt	9	-11
- CCCC(=O)N(Cc1cc(=O)[nH]c2ccccc12)c1ccc(C)cc1
→ -1.0	-2	1	0.2	nt	6	1.3	2	14
- Cc1ccccc1NC(=O)c1ccccc1NC(=O)c1ccco1
→ 0.7	2	9	-0.4	-2.2	-8	-0.6	3	-7
- CCCCCC(=O)NNC(=O)c1ccc(-c2ccccc2)cc1
→ ?	7	14	-2.8	-0.5	4	-1.3	-4	2
- O=c1[nH]c2ccc([N+](=O)[O-])cc2nc1/C=C(\O)c1ccccc1
→ 0.4	-5	14	1.9	-2.1	-1	nt	-5	7
- COc1ccc(-c2nc(NC(=O)c3[nH]c(C)c(C(C)=O)c3C)sc2C)cc1
→ -2.1	0	1	0.2	-1.8	-1	nt	-10	-4
- COc1ccc(CNC(=O)c2ccc3c(=O)n(CCCN4CCCC4=O)c(=S)[nH]c3c2)cc1
→ -0.1	0	4	1.4	-6.7	-4	nt	1	0
- Cc1cccc(NC(=O)NCc2cccnc2)c1C
→ -3.0	1	4	2.2	-0.8	6	-1.1	-8	-4
- O=C(O)CCc1nc2cc(Cl)ccc2n(Cc2ccccc2)c1=O
→ -0.4	2	-2	0.4	-1.7	-5	nt	1	-4
- O=C(NCC1CCCCC1)c1cc(-c2cc(F)ccc2OCC2CCCO2)n[nH]1 (stereo not drawn)
→ -0.3	2	2	nt	-1.7	-3	-1.4	3	5
- COC(=O)C(Cc1ccccc1)NC(=O)CNC(=O)c1ccc(Br)o1 (stereo not drawn)
→ 1.9	1	-3	-3.0	-3.7	-3	1.1	-1	1
- C=CC[N+]1(CC#Cc2ccccc2)CCCC1
→ -1.6	0	-5	-1.2	0.3	-1	nt	-6	-7
- COc1ccccc1-c1ccc2c(c1)C(C)(Cc1cccc(F)c1)C(=O)N2 (stereo not drawn)
→ -0.4	-3	4	nt	-1.0	0	-0.2	23	2

# Going on with the list:
# Second line of a record: BoNT A protease	FBA Mtb inh	GDH-TPI counter	Mtb UGM inh	FadD28 FP inh	BoNT-F LC inh	BioA inh	CCHFV vOTU inh	PrPC surface inh
- O=C(NCC(=O)N(c1ccc2c(c1)OCO2)C(C(=O)NC1CCCC1)c1ccncc1)c1ccco1 (stereo not drawn)
→ 0.2	4	7	3.5	-1.3	17	-0.4	2	-9
- CC(C)CN1CCNC(=O)C1CC(=O)NCCc1cnn(-c2ccccc2)c1 (stereo not drawn)
→ 0.5	3	2	1.9	-0.4	-6	nt	4	-6
- CC1CCCCN1C/C=C/c1ccccc1[N+](=O)[O-] (stereo not drawn)
→ -2.8	0	0	4.1	-1.9	-1	nt	-5	-5
- CCN(CC)c1ccc(C(=O)NNC(=O)CNC(=O)c2cccs2)cc1
→ nt	8	21	3.1	-1.3	nt	0.0	17	3
- CCc1nc2ccccc2c(C(=O)O)c1C
→ 3.2	4	7	2.0	1.8	4	-1.2	-6	-4
- COc1ccc(NC(=S)N2CCC(c3nc4ccccc4[nH]3)CC2)c(OC)c1
→ 3.6	-1	0	-1.7	-0.7	-3	1.5	5	1
- O=C(Nc1ccc(Oc2ccccc2)cc1)c1ccc2sc([C@H]3C[C@H](O)[C@@H](CO)O3)nc2c1
→ 0.0	-5	8	nt	-6.3	-7	-0.5	20	14
- Cc1ccc(NS(=O)(=O)c2ccc(C(=O)OCC(=O)Nc3cc(C)on3)cc2)cc1
→ 1.1	1	4	nt	-3.4	-1	-0.3	1	3
- Cc1ccc(-c2nnc(C)c(N3CC(C)OC(C)C3)n2)cc1 (stereo not drawn)
→ 0.4	1	10	2.8	-0.5	-15	-0.6	6	-7
- O=C(NNS(=O)(=O)c1ccc(Cl)cc1)c1cccc(S(=O)(=O)N2CCOCC2)c1
→ -0.2	0	2	1.6	-3.8	-3	-0.7	20	5
- COc1cc(OC)cc(C(=O)NCC(=O)N2CCCCC2)c1
→ 1.5	0	10	1.0	0.0	2	-1.7	-14	-5
- COc1ccc(Cl)c2sc(N(CCN(C)C)C(=O)CCS(=O)(=O)c3ccc(C)cc3)nc12
→ 2.7	0	4	1.5	-0.5	?	nt	-5	2
- Cc1ccc(N2CC(C(=O)N3CCC(C(=O)Nc4nncs4)CC3)CC2=O)cc1 (stereo not drawn)
→ -0.1	-1	-4	0.1	-2.7	8	0.2	2	-8
- CCC(C)(C)n1nnnc1C(c1ccc(C)cc1)N(Cc1ccco1)Cc1cccs1 (stereo not drawn)
→ -0.9	1	0	-2.6	-2.4	-3	-0.6	24	6
- O=C1CC(N2CCN(c3ccc(F)cc3)CC2)C(=O)N1c1ccc(F)cc1 (stereo not drawn)
→ -1.3	1	1	-2.7	-2.8	-12	-0.7	4	3
- C#CCOCCOCCOCCNc1nc(N2CCN(C(=O)[C@H](CCC(=O)O)n3cc([C@@H](N)CO)nn3)CC2)nc(N2CCN(C(=O)[C@H](CCC(=O)O)n3cc([C@@H](N)CCSC)nn3)CC2)n1
→ -0.5	0	7	2.9	-0.8	-1	4.4	10	-2
- O=C(COC(=O)CC1CC2CCC1C2)NCc1ccc(F)cc1 (stereo not drawn)
→ -0.3	0	-7	0.4	-4.3	-3	nt	-2	8

# For convenience, some entries already given:
# Second line of a record: BoNT A protease	FBA Mtb inh	GDH-TPI counter	Mtb UGM inh	FadD28 FP inh	BoNT-F LC inh	BioA inh	CCHFV vOTU inh	PrPC surface inh
- Cc1ccc(N2CC(C(=O)N3CCC(C(=O)Nc4nncs4)CC3)CC2=O)cc1 (stereo not drawn)
→ -0.1	-1	-4	0.1	-2.7	8	0.2	2	-8
- CCC(C)(C)n1nnnc1C(c1ccc(C)cc1)N(Cc1ccco1)Cc1cccs1 (stereo not drawn)
→ -0.9	1	0	-2.6	-2.4	-3	-0.6	24	6
- O=C1CC(N2CCN(c3ccc(F)cc3)CC2)C(=O)N1c1ccc(F)cc1 (stereo not drawn)
→ -1.3	1	1	-2.7	-2.8	-12	-0.7	4	3
